Compound activity as filed in PubChem.
C diff growth = C. difficile growth inhibition. growth activity, negative = inhibition, % at 16 µg/mL (by protocol). Clostridium difficile clinical isolate growth, OD600, 24 h; stronger effect = lower value. 86,000 compounds, 0.25% hits. AID 1259249;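 active = mean growth activity at or below -80% and every replicate also at or below -80%; inconclusive = mean at or below -80% but some replicate above -80%; inactive = mean growth activity above -80%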;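 note: 0% = DMSO wells and -100% = levofloxacin 16 µg/mL wells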
Pf Dd2 inh = blocks growth of Plasmodium falciparum Dd2 parasites; P. falciparum Dd2 growth, SYBR Green, 72 h; stronger effect = lower value; activity change, % at 10 µM; 94,000 compounds, 2.3% hits; in the data active = activity change below about -80%; inconclusive = no clear call, values can overlap the other calls
Tcruzi prolif = blocks T. cruzi growth in NIH3T3 culture | AID 624255 | T. cruzi beta-gal in NIH3T3, GalScreen luminescence, 90 h | 77,000 compounds, 5.9% hits | inhibition, % at 8.34 µM;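 active = mean inhibition above about 93%, with at least 55% of replicates each passing it, limit read from the data, passing the limit was not always enough; inconclusive = only one of those two conditions holds; inactive = neither condition holds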
KDM4C inh = KDM4C (human) demethylase inhibition. Q9H3R0. GST-KDM4C 2-372, H3K9me3 peptide, LANCE TR-FRET. inhibition, % at 12.5 µM. 96,000 compounds, 0.15% hits. AID 720574;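 active = mean replicate inhibition above about 25%, with at least 55% of replicates also reaching it, limit read from the data, passing the limit was not always enough; inconclusive = only one of those two conditions met; inactive = neither condition met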
Target sequence (Q9H3R0 2-372 limits assumed): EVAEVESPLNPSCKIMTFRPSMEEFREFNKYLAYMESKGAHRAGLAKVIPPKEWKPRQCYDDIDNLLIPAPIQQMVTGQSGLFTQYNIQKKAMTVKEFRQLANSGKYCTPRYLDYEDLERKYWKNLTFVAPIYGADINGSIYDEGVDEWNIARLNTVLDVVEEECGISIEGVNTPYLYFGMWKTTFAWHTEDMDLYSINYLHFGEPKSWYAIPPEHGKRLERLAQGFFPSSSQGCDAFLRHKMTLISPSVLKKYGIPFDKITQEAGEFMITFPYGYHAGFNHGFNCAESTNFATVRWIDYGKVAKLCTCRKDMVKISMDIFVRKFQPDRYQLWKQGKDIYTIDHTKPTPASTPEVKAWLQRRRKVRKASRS
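Material: GST-tagged GASC-1 (JMJD2C) catalytic fragment, aa 2-372 / Quantity: enzyme final amount 10 nM / Medium: HEPES buffer, pH 7.5, plus ascorbate / Doses: one test concentration per compound / Incubation: 30 min reaction, 60 min detection, RT / Measured by: LANCE TR-FRET / Read-out: inhibition from TR-FRET ratio decrease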
Starred values were filed as active, the others as inactive; u = inconclusive; x = no result given; & = joins results of further samples.

The line under a structure holds: C diff growth, Pf Dd2 inh, Tcruzi prolif, KDM4C inh
- COc1cccc(-c2ccc3c(c2)O[C@H](CN(C)C(=O)C2CCC2)[C@@H](C)CN([C@@H](C)CO)S3(=O)=O)c1
    -18, -36, 77, 0.8
- CN(C)C(=O)c1ccc(-c2ccc([C@H]3[C@@H](C#N)N(C(=O)Nc4ccccc4F)[C@H]3CO)cc2)cc1
    -2, -27, 51, 1.0
- COc1cccc(NC(=O)N2C[C@H](O)COC[C@@H]3O[C@H](CC(=O)NC4CCC4)CC[C@H]32)c1
    -7, -9, 68, 0.1
- CCCC(=O)Nc1ccc2c(c1)C(=O)N(C)C[C@@H](OC)[C@H](C)CN[C@@H](C)CO2
    2, x, -18, 0.9
- CN1CCCCN2[C@H](CO)[C@H](c3ccc(/C=C/c4ccccc4)cc3)[C@H]2C1
    3, -50, -26, -3.5
- Cc1cc(C(=O)Nc2cccc3c2O[C@@H](CN(C)Cc2ccc(Oc4ccccc4)cc2)[C@@H](C)CN([C@@H](C)CO)C3=O)n(C)n1
    -1, -47, 20, 0.3
- C[C@H](CO)N1C[C@H](C)[C@@H](CN(C)Cc2ccc(C(=O)O)cc2)Oc2c(NC(=O)Nc3ccc(F)cc3)cccc2C1=O
    -2, -10, 21, 1.0
- COCC(=O)N1CC2(CCN(C(=O)c3ccccn3)CC2)c2c(n(C)c3cc(OC)ccc23)[C@H]1CO
    9, -55, x, 0.8
- C[C@@H]1CCCCO[C@H](CN(C)CC2CCCCC2)[C@H](C)CN([C@H](C)CO)C(=O)c2cc(NC(=O)C3CCCCC3)ccc2O1
    -11, -65, 57, u
- C[C@H](CO)N1C[C@H](C)[C@@H](CN(C)C(=O)Nc2ccc(F)cc2)OCc2ccccc2-c2ccccc2C1=O
    1, 7, 38, 0.9
- CN1C(=O)c2cc(NC(=O)C3CCC3)ccc2OC[C@H]2O[C@H](CC(=O)NCCc3ccncc3)CC[C@H]21
    -3, 21, x, -1.4
- C[C@@H]1CN([C@@H](C)CO)C(=O)c2cc(-c3ccc(F)cc3)cnc2O[C@H]1CN(C)Cc1cncnc1
    0, 4, -17, 0.8
- C[C@H](CO)N1C[C@H](C)[C@H](CN(C)Cc2ccc(C(=O)Nc3ccccc3N)cc2)Oc2ccc(NC(=O)Cn3cnnn3)cc2CC1=O
    -2, -70, x, 1.1
- COCC(=O)Nc1ccc2c(c1)[C@H]1C[C@H](CC(=O)NCc3ccc(Cl)cc3)O[C@H](CO)[C@H]1O2
    -1, -14, -18, -0.8
- C[C@@H]1CN([C@H](C)CO)C(=O)CCCn2nncc2CO[C@@H]1CN(C)C(=O)CCC(F)(F)F
    -7, -4&-32, 16&-1, -2.6
- C[C@@H]1CN([C@@H](C)CO)C(=O)c2cc(-c3ccccc3)cnc2O[C@@H]1CN(C)C(=O)c1ccccc1F
    1, 8, x, -2.7
- C[C@H](CO)N1C[C@H](C)[C@H](CN(C)Cc2ccc(C(=O)O)cc2)Oc2ncc(C3=CCCCC3)cc2C1=O
    -7, 15, x, 1.2
- Cc1noc(C)c1NC(=O)N(C)C[C@@H]1Oc2ccc(NC(=O)Cc3cn(C)c4ccccc34)cc2CC(=O)N([C@H](C)CO)C[C@H]1C
    -8, -14, -47, 13
- COc1cccc(NC(=O)N(C)C[C@@H]2Oc3cc(-c4ccccc4OC)ccc3S(=O)(=O)N([C@H](C)CO)C[C@@H]2C)c1
    -8, -42, x, 1.8
- C[C@H](O)C#Cc1cnc2c(c1)C(=O)N([C@H](C)CO)C[C@@H](C)[C@@H](CN(C)C(=O)Cc1ccccn1)O2
    -2, 41, 8, 0.2
- C[C@@H]1CN([C@H](C)CO)C(=O)c2cccc(NC(=O)Nc3ccc4c(c3)OCO4)c2O[C@@H]1CN(C)C(=O)NC1CCCCC1
    -2, -65, -30, 6.9
- CNC[C@@H]1Oc2cc(C#CCN(C)C)ccc2S(=O)(=O)N([C@H](C)CO)C[C@H]1C
    7, -29, 18, 3.2
- Cc1noc(C)c1S(=O)(=O)Nc1ccc2c(c1)C(=O)N([C@@H](C)CO)C[C@@H](C)[C@H](CN(C)Cc1ccc(Cl)c(Cl)c1)OCCCC[C@@H](C)O2
    0, -58, u, -2.4
- CN1c2ccc(-c3ccccc3F)cc2[C@H]2[C@H](CCN2C(=O)Nc2cc(F)ccc2F)[C@H]1CO
    38, 19, 29, -2.7
- COc1ccc(NC(=O)N(C)C[C@@H]2Oc3c(NS(C)(=O)=O)cccc3C(=O)N([C@@H](C)CO)C[C@H]2C)cc1
    -4, 27, -14, 1.6
- C[C@@H]1CCCCO[C@@H](CN(C)C(=O)CCC(F)(F)F)[C@@H](C)CN([C@@H](C)CO)C(=O)c2cc(NS(=O)(=O)c3cccs3)ccc2O1
    -1, -28, 34, 3.8
- O=C(N[C@H]1CC[C@@H](CCNS(=O)(=O)c2ccc(F)cc2)O[C@@H]1CO)c1cccc(F)c1
    -1, x, x, -0.7
- C[C@H](CO)N1C[C@H](C)[C@H](CN(C)Cc2ccc(C(=O)O)cc2)Oc2ccc(NC(=O)Cc3cn(C)c4ccccc34)cc2C1=O
    -2, -5, x, -1.1
- COCC#Cc1ccc([C@H]2[C@@H](CO)N3C(=O)CN(C(=O)C4CC4)C[C@@H]23)cc1
    3, 30, x, 0.5
- COc1ccc(CN(C)C[C@@H]2OCCCC[C@H](C)Oc3ccc(NC(=O)c4ccccc4)cc3C(=O)N([C@H](C)CO)C[C@H]2C)cc1
    -4, -57, 77, 13

4 compounds out of the list above, arranged by the value under KDM4C inh, smallest number first:
molecule | KDM4C inh
CN1c2ccc(-c3ccccc3F)cc2[C@H]2[C@H](CCN2C(=O)Nc2cc(F)ccc2F)[C@H]1CO | -2.7
C[C@@H]1CN([C@H](C)CO)C(=O)CCCn2nncc2CO[C@@H]1CN(C)C(=O)CCC(F)(F)F | -2.6
C[C@H](O)C#Cc1cnc2c(c1)C(=O)N([C@H](C)CO)C[C@@H](C)[C@@H](CN(C)C(=O)Cc1ccccn1)O2 | 0.2
COCC#Cc1ccc([C@H]2[C@@H](CO)N3C(=O)CN(C(=O)C4CC4)C[C@@H]23)cc1 | 0.5

(further entries)
The line under a structure holds: C diff growth, Pf Dd2 inh, Tcruzi prolif, KDM4C inh
- CNC[C@H]1Oc2cc(C#Cc3ccncc3)ccc2S(=O)(=O)N([C@@H](C)CO)C[C@@H]1C
    -3, -31, x, 2.3
- C[C@@H]1CCCCO[C@@H](CN(C)S(=O)(=O)c2ccccc2)[C@@H](C)CN([C@@H](C)CO)C(=O)c2cc(NC(=O)NC3CCCCC3)ccc2O1
    4, -77, x, -1.6
- C[C@@H]1CN([C@@H](C)CO)C(=O)Cc2cc(NC(=O)Cc3ccccc3)ccc2O[C@@H]1CN(C)S(=O)(=O)c1cccs1
    10, 9, 43, 0.0
- COc1ccc(CN2C[C@H](O)COC[C@H]3O[C@@H](CC(=O)NCc4ccncn4)CC[C@@H]32)cc1
    -2, -2, 3, 0.1
- C/C=C/c1ccc([C@@H]2[C@@H](CN(CCC)C(C)=O)N(C(C)=O)[C@H]2CO)cc1
    -4&-5, 17&-2, 47&92, -0.4
- CO[C@@H]1CN(C)C(=O)c2ccc(NC(=O)C3CCCCC3)cc2OC[C@@H](C)N(Cc2cccnc2)C[C@@H]1C
    -5, -29, 4, 0.3
- O=C(N[C@H]1C=C[C@@H](CC(=O)N2CCN(c3ccccc3)CC2)O[C@@H]1CO)c1ccncc1
    x, 25, -7, -0.4
- CNC[C@@H]1Oc2ccc(NC(=O)C3CCCCC3)cc2CC(=O)N([C@@H](C)CO)C[C@@H]1C
    3, 10, 13, 0.3
- Cc1noc(C)c1S(=O)(=O)Nc1ccc2c(c1)C(=O)N([C@@H](C)CO)C[C@@H](C)[C@H](CN(C)S(=O)(=O)c1ccc(Cl)cc1)OCCCC[C@H](C)O2
    11, -81*, 96*, -0.1
- COc1ccc(CN(C)C[C@H]2Oc3ccc(NS(=O)(=O)c4ccc(C)cc4)cc3C(=O)N([C@@H](C)CO)C[C@H]2C)cc1
    4, -39, 38, -0.7
- C[C@@H]1CN([C@H](C)CO)C(=O)c2cc(N(C)C)ccc2O[C@H]1CN(C)Cc1ccc(Cl)c(Cl)c1
    -6, -11, 58, 2.4
- C[C@@H]1CN([C@@H](C)CO)C(=O)c2cccc(NC(=O)c3cnccn3)c2O[C@@H]1CN(C)Cc1ccc(Oc2ccccc2)cc1
    -6, -21, 7, -1.1
- O=C(N[C@@H]1CC[C@H](CCn2cc(-c3ccccc3)nn2)O[C@H]1CO)c1ccccc1F
    -1, -23, 24, -1.5
- COCC#Cc1cnc2c(c1)C(=O)N([C@@H](C)CO)C[C@@H](C)[C@H](CN(C)C(=O)Nc1cc(F)ccc1F)O2
    1, -32, x, -0.2
- O=C(NC1CCC1)[C@H]1[C@H](CO)[C@H]2Cn3c(ccc(-c4ccccc4)c3=O)[C@@H]1N2
    -1, 11, 17, -1.2
- CC(C)NC(=O)N(C)C[C@@H]1Oc2ccc(NC(=O)Nc3cccc4ccccc34)cc2C(=O)N([C@H](C)CO)C[C@@H]1C
    -11, 16, 12, -0.4
- C[C@@H]1CN([C@@H](C)CO)C(=O)c2cc(C#CCc3ccccc3)cnc2O[C@@H]1CN(C)Cc1ccccn1
    -6, -48, -37, 3.9
- C[C@H](CO)N1C[C@H](C)[C@H](CN(C)C(=O)Nc2ccc3c(c2)OCO3)Oc2ncc(C#Cc3ccccc3)cc2C1=O
    -6, -27, 49, 2.7
- COc1ccccc1NC(=O)Nc1ccc2c(c1)C(=O)N(C)[C@H]1CC[C@H](CC(=O)Nc3ccc4c(c3)COC4)O[C@@H]1CO2
    3, -42, 16, -0.9
- CO[C@H]1CN(C)C(=O)c2ccc(NC(=O)Nc3ccc(Cl)cc3)cc2OC[C@@H](C)N(C)C[C@H]1C
    0, x, -4, -0.1
- CCCNC(=O)N1C[C@H](O)COC[C@H]2O[C@H](CC(=O)N3CCOCC3)CC[C@@H]21
    x, -1, 11, -3.4
- CC(C)NC(=O)Nc1ccc2c(c1)C(=O)N([C@@H](C)CO)C[C@H](C)[C@@H](CN(C)S(=O)(=O)c1ccc(F)cc1)OCCCC[C@@H](C)O2
    1, x, 10, -2.1
- C[C@@H]1CCCCO[C@H](CN(C)Cc2ccccc2)[C@H](C)CN([C@@H](C)CO)C(=O)c2cc(NC(=O)Nc3ccccc3)ccc2O1
    x, -72, x, -0.1
- O=C(C[C@@H]1CC[C@@H]2[C@H](COC[C@@H](O)CN2Cc2cccc(C(F)(F)F)c2)O1)NCc1ccncc1
    x, 12, 70, 0.7
- C[C@@H]1CCCCO[C@H](CN(C)C(=O)Cc2ccccc2)[C@@H](C)CN([C@@H](C)CO)C(=O)c2cc(NS(C)(=O)=O)ccc2O1
    -1, x, 34, 2.3
- O=C(O)C[C@@H]1C[C@@H]2c3cc(NC(=O)c4ccc5c(c4)OCO5)ccc3O[C@@H]2[C@H](CO)O1
    0, 19, -24, 2.2
- C[C@@H]1CN([C@@H](C)CO)S(=O)(=O)c2ccc(C3=CCCCC3)cc2O[C@@H]1CN(C)C(=O)Nc1ccc2c(c1)OCO2
    9, -2, x, 0.6
- CO[C@H]1CN(C)C(=O)c2cc(NC(=O)c3nc4ccccc4s3)ccc2OC[C@@H](C)N(Cc2cncnc2)C[C@H]1C
    x, 9, 53, 1.0
- O=C(N[C@H]1CC[C@H](CCNS(=O)(=O)c2ccccc2)O[C@H]1CO)c1cnccn1
    -2, 1, -8, -3.2
- COc1ccccc1-c1ccc2c(c1)O[C@H](CN(C)S(=O)(=O)c1ccccc1)[C@@H](C)CN([C@H](C)CO)S2(=O)=O
    5, -65, 86, x
- CN(C)C(=O)C[C@H]1CC[C@H](NC(=O)c2ccc(F)cc2)[C@@H](CO)O1
    x, 16, 4, -1.3
- C[C@@H]1CCCCO[C@H](CN(C)S(C)(=O)=O)[C@H](C)CN([C@@H](C)CO)C(=O)c2cc(NC(=O)Nc3cccc4ccccc34)ccc2O1
    1, -22, 5, 0.5
- C[C@@H]1CN([C@H](C)CO)C(=O)Cc2cc(NC(=O)Cc3cn(C)c4ccccc34)ccc2O[C@@H]1CN(C)C(=O)Nc1ccc(C(F)(F)F)cc1
    -2, -23, -30, -1.3
- CCCNC(=O)Nc1ccc2c(c1)C(=O)N(C)C[C@@H](OC)[C@H](C)CN(C(=O)C1CCCCC1)[C@H](C)CO2
    -1, -13, 7, -0.9
- C[C@@H]1CCCCO[C@H](CN(C)C(=O)NC2CCCCC2)[C@H](C)CN([C@@H](C)CO)C(=O)c2cc(NC(=O)Nc3ccc4c(c3)OCO4)ccc2O1
    -3, -7, 39, -0.2
- CCCNC(=O)Nc1ccc2c(c1)C(=O)N(C)C[C@H](OC)[C@@H](C)CN(C(C)=O)[C@H](C)CO2
    x, -1, -2, -1.0

Two neighbouring entries from above:
The line under a structure holds: C diff growth, Pf Dd2 inh, Tcruzi prolif, KDM4C inh
- CCCNC(=O)Nc1ccc2c(c1)C(=O)N(C)C[C@@H](OC)[C@H](C)CN(C(=O)C1CCCCC1)[C@H](C)CO2
    -1, -13, 7, -0.9
- C[C@@H]1CCCCO[C@H](CN(C)C(=O)NC2CCCCC2)[C@H](C)CN([C@@H](C)CO)C(=O)c2cc(NC(=O)Nc3ccc4c(c3)OCO4)ccc2O1
    -3, -7, 39, -0.2
